# Assay outcomes from PubChem BioAssay.
# HCMV inh: inhibitors of human cytomegalovirus | HFF cells, HCMV-luciferase reporter, 72 h; hits give low values | activity change, negative = inhibition, % at 57.5 µM | 4.5% of 410,000 active; in the data active means activity change below about -60%; inconclusive means no clear call, values can overlap the other calls; inactive means above about -39%
#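 Luciferase read-out from HCMV-luciferase-infected HFFs (MOI 1 PFU/cell) 72 h post infection at 37C; compounds added after 16 h cell attachment; activity normalized between buffer-only basal and Salinomycin (10uM) inhibitor controls.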
# Giardia FBPA inh: blocks Giardia fructose-bisphosphate aldolase activity | 0.71% of 290,000 active | purified Giardia FBPA | AID 2451 | Potency, µM (top dose mostly 59.6 µM), for the others: at the highest dose activity, negative = inhibition, hits mostly inhibitors; further: potency means the concentration at half of the fitted maximal effect; nearly all actives have a fitted effect of over 55% in size
# Target sequence (A8B2U2 whole entry, looked up): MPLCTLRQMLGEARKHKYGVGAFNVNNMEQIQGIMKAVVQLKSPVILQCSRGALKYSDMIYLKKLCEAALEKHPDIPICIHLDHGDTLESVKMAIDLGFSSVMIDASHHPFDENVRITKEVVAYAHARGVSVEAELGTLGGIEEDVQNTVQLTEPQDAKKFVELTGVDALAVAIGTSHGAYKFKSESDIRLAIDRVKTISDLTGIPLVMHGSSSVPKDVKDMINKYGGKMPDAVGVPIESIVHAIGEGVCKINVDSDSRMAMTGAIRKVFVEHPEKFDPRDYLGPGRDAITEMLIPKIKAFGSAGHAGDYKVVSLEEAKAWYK
#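 40 nM FBPA preincubated 10 min at RT with compound (up to 57.5 uM final), then substrate plus GAPDH/TPI/NAD/arsenate coupling and diaphorase/resazurin added. Fluorescence read after 20 min at RT, 525/598 nm.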
# AmpC no deterg: AmpC beta-lactamase inhibition without detergent; P00811; AmpC nitrocefin hydrolysis, absorbance 480 nm, 0.0001% Triton; Potency, µM (doses to about 57.1 µM), for inactives: top-dose activity change, negative = inhibition, most hits filed as inhibitors; 0.52% of 330,000 active; AID 485341;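 further: potency means the concentration at half of the fitted maximal effect; plate controls were no compound for no effect and no enzyme for full effect; nearly all actives have a fitted effect of over 20% in size; some results filed as inactive show a strong effect at the top dose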
# Target sequence (P00811 whole entry, looked up): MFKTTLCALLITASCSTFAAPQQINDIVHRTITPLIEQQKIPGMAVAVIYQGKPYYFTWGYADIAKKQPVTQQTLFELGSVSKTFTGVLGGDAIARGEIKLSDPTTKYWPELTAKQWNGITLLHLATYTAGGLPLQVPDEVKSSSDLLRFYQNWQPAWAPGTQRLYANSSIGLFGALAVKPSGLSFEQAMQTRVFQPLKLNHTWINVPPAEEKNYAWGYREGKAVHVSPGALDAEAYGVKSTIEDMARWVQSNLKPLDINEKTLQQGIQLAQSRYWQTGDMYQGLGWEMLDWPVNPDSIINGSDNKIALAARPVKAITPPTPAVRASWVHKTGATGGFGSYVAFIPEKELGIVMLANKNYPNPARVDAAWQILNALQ
#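 AmpC (5.3 nM in the dispensed reagent) in 20 mM phosphate pH 7.0 with 0.01% (detergent screen) or 0.0001% Triton X-100 was preincubated with compounds for 15 min at room temperature. Nitrocefin was then added from an 800 uM solution, and hydrolysis was followed at 480 nm.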
# AmpC inh detg: AmpC beta-lactamase inhibition with detergent present | Potency, µM (top dose mostly 114 µM), for inactives: at the highest dose activity change, negative = inhibition, actives largely listed as inhibitors | 0.041% of 370,000 active | P00811 | AmpC hydrolysis of nitrocefin, absorbance 480 nm, 0.01% Triton | AID 485294;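 further: potency means the concentration at half of the fitted maximal effect; 0% = no-compound wells and -100% = no-enzyme wells; nearly all actives have a fitted effect of over 25% in size; some results filed as inactive show a strong effect at the top dose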
#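 AmpC (5.3 nM in the dispensed reagent) in 20 mM phosphate pH 7.0 with 0.01% (detergent screen) or 0.0001% Triton X-100 was preincubated with compounds for 15 min at room temperature. Nitrocefin was then added from an 800 uM solution, and hydrolysis was followed at 480 nm.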
# HCV inhibitor: blocks hepatitis C virus. Huh7.5.1 HCVcc-Cre infection, luciferase reporter, 44 h. Potency, µM (series often up to 41.8 µM), inactives show at the top dose activity change, negative = inhibition, usual class: inhibitors. 3.4% of 340,000 active. AID 651820; further: potency means the concentration at half of the fitted maximal effect
#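 Antiviral activity was scored by luciferase reporter output from cells infected with HCVcc-Cre (~0.5 moi) in presence of compound, 44 h infection period, cells seeded 1,000/well 4 h prior.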
# Sm TGR inh: inhibitors of Schistosoma mansoni thioredoxin glutathione reductase; Q962Y6; purified TGR, DTNB reduction, TNB absorbance 405 nm; Potency, µM (series often up to 114 µM), for the others: top-dose activity change, negative = inhibition, actives largely listed as inhibitors; 3% of 360,000 active; AID 485364; further: potency means the concentration at half of the fitted maximal effect; nearly all actives have a fitted effect of over 60% in size
#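 First, TGR (20 nM dispensed) and NADPH were mixed with compound. Second, a 15 min room-temperature incubation followed. Third, further NADPH and then DTNB were added to start the reaction. Finally, TNB absorbance was monitored kinetically.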
# * hit, by the source's call; ? = inconclusive; . = not tested or not shown; & = joins results of further samples; [ ] = remark or other dose. Unless noted, the call rests on the fitted dose curve; in most records, active means well fitted curve in the direction sought with a large enough effect; inconclusive means small, poorly fitted or top-dose-only effect, or another doubt; inactive means no such curve, though single readings can be large; an effect the other way counts as inactive or inconclusive. Unless noted, on the % scale 0 is the no-effect control and ±100 the full control effect. Not a hit list; about 9.9% have a hit in one of these screens.
# Below each compound: HCV inhibitor	HCMV inh	AmpC inh detg	Sm TGR inh	AmpC no deterg	Giardia FBPA inh
CCOc1ccccc1NC(=O)C1CCN(S(=O)(=O)c2ccc3[nH]c(=O)oc3c2)CC1
    .	-8.3	-3.3%	-1.7%	.	.
COc1ccc(S(=O)(=O)N(C)C[C@@H]2Oc3ccc(NS(=O)(=O)c4cn(C)cn4)cc3C(=O)N([C@@H](C)CO)C[C@@H]2C)cc1
    10.5%	25.3	.	.	226.7%[activator]	.
COc1ccc(Nc2nnc(SCC(=O)NC(=O)Nc3ccc4c(c3)OCCO4)s2)cc1
    11.2µM*	-22.3	-10.8%	-2.2%	-33.6%	0.2%
N#Cc1cnc(Nc2nc3ccccc3o2)nc1-c1ccccc1
    3.0%	48.9	3.9%	1.4%	-17.0%	-0.3%
Cc1nc(CSc2nnc(N)s2)cs1
    5.8%	168.4	7.5%	2.7%	-8.1%	-0.3%
COc1ccc(-c2csc(NC(=O)c3cc(-c4cccs4)nc4ccccc34)n2)c(OC)c1
    22.6%	-7.9	-9.9%	6.2%	-10.5%	2.5%
Cc1cccc(C)c1OCCCCn1c(C2CC(=O)N(c3ccc(F)cc3)C2)nc2ccccc21 (configuration not stated)
    .	-20.0	-4.3%	-3.0%	.	.
Cc1ccc2c(c1)c(=O)c(C(=O)c1ccncc1)cn2CC(=O)Nc1ccccc1Cl
    .	87.8	-6.5%	-7.4%	.	.
COc1ccc2c(c1)CC(C1(O)C(=O)Nc3ccccc31)C2=O (configuration not stated)
    14.8%	27.0	?	70.8%[activator]	-20.5%	-2.2%
OCC[C@@H]1C[C@H](O)[C@@H](O)[C@]2(OCCc3ccccc32)O1
    24.9%	-32.3	-0.7%	8.8%	-18.5%	-6.8%

# The list goes on, overlapping the part above by 3 compounds.
# Below each compound: HCV inhibitor	HCMV inh	AmpC inh detg	Sm TGR inh	AmpC no deterg	Giardia FBPA inh
Cc1ccc2c(c1)c(=O)c(C(=O)c1ccncc1)cn2CC(=O)Nc1ccccc1Cl
    .	87.8	-6.5%	-7.4%	.	.
COc1ccc2c(c1)CC(C1(O)C(=O)Nc3ccccc31)C2=O (configuration not stated)
    14.8%	27.0	?	70.8%[activator]	-20.5%	-2.2%
OCC[C@@H]1C[C@H](O)[C@@H](O)[C@]2(OCCc3ccccc32)O1
    24.9%	-32.3	-0.7%	8.8%	-18.5%	-6.8%
COc1cccc(CNC(=O)CN(C)S(=O)(=O)c2ccc3[nH]c4c(c3c2)CCCC4)c1
    .	-4.3	17.7%	1.7%	.	.
CCn1c(=O)c(C(=O)Nc2ccccc2F)c(O)c2ccccc21
    10.7%	70.6	-13.2%	5.0%	71.8%	11.4%
COc1ccccc1N=Cc1c(C)c(C#N)c2[nH]c3ccccc3n2c1=O
    -13.8%	46.5	0.8%	-0.7%	-15.9%	?
CCCn1c(-c2ccc(OC)cc2)nc2nc3ccccc3nc21
    -1.8%	0.3	-7.9%	6.3%	-11.3%	4.1%
CCOc1ccc(C(=O)Cc2cc3cccc(OC)c3oc2=O)cc1
    2.7%	33.8	-5.7%	10.3%	-42.8%	10.6%
O=C(Nc1ccc(N2CCOCC2)cc1)C1CCCCN1S(=O)(=O)c1ccccc1 (configuration not stated)
    -13.3%	-29.5	0.2%	4.4%	-6.3%	-5.1%
COc1ccc(CN2CCc3nc(N4CCN(c5ccc(F)cc5)CC4)ncc3C2)c(OC)c1OC
    .	-36.3	2.7%	-0.4%	.	.
C=C(C)C(=O)N1CC2(CC(c3cccc(NC(=O)COc4ccc(Cl)cc4)c3)=NO2)C[C@@H]1C(N)=O (some centres not stated)
    -25.9%	5.0	-3.9%	-4.1%	133.6%[activator]	-3.5%
COc1ccc(-c2nnc(SCC(=O)NCc3ccc(C)cc3)nc2-c2ccc(OC)c(OC)c2)cc1OC
    .	-31.6	4.9%	-0.2%	.	.
O=C(Nc1ccccn1)NC12CC3CC(CC(C3)C1)C2
    15.9%	9.1	-10.9%	1.4%	-21.2%	1.6%
CC(=O)c1c(COC(=O)c2cccnc2)nc2ccccc2[n+]1[O-]
    14.0%	5.4	-19.7%	9.4%[11.4 µM]	-14.1%	-5.4%
Brc1ccc(-c2nn3c(Cc4ccccc4)nnc3s2)o1
    6.9%	-13.9	-8.9%	-6.3%	-18.5%	14.2%
O=C(N/C(=C\c1ccc(Br)cc1)C(=O)N1CCCC1)c1cccs1
    -16.4%	-18.3	2.6%	2.0%	-4.5%	0.9%
COC(=O)CSC(C(=O)Nc1ccc(C)c(C)c1)c1ccccc1 (configuration not stated)
    -5.0%	48.0	-4.2%	-2.1%	-21.7%	-4.6%
COc1ccc(-c2nn3c(=O)cc(CN4CCN(C(=O)COc5ccc(F)cc5)CC4)nc3s2)cc1
    .	6.9	-4.6%	-3.7%	.	.
Cc1cc(Cl)ccc1NC(=O)C1CCN(c2nnc(-n3c(C)ccc3C)s2)CC1
    .	-11.1	18.1%	-32.3%	.	.
Nc1c(Cl)cc(-c2csc(NCCc3nc4cc(Cl)c(Cl)cc4n3CCCO)n2)cc1Cl
    ?	-3.4	-6.3%	3.7%	-37.5%	-8.9%
O=C(COc1ccc(Cl)cc1)NCc1nnc(SCC(=O)NC2CCCC2)o1
    1.0%	9.5	-7.2%	4.3%	.	-9.7%
COc1cccc(-c2ccc3ncnc(NCc4cccnc4)c3c2)c1
    .	-77.4*	-10.6%	-4.4%	0.6%&-5.6%	-0.2%
CCCc1nnc(NC(=O)CCC(=O)NCCc2ccc(OC)c(OC)c2)s1
    8.3%	1.2	6.7%	4.9%	-1.8%	0.0%
CCOc1cc(/C=N/NC(=O)CNc2ccc(C)cc2)ccc1OC(=O)c1ccccc1
    -0.8%	17.3	-4.6%	-6.6%	-18.0%	-15.7%
COc1cc(OC)cc(C(=O)N2CCC(C(=O)c3ccc(F)cc3)CC2)c1
    -25.6%	18.9	?	4.2%	51.1%	15.9%
CCN(CC)S(=O)(=O)c1ccc(NC(=S)Nc2ccccc2)cc1
    3.9%	-11.4	-6.5%	?	-22.3%	?
CCC(=O)Nc1ccc(/C(C)=N\NS(=O)(=O)c2ccc(C)cc2)cc1
    12.6%	36.3	?	1.1%	-35.5%	4.1%
Cn1nnnc1SCCNCc1ccccc1OCc1ccc(Cl)cc1Cl
    .	-38.5	-1.5%	9.3%	.	.
COc1ccc(S(=O)(=O)N2CCN(CC(=O)c3ccc(O)c(O)c3)CC2)cc1
    -16.9%	-35.5	0.9%	20µM*	-26.4%	.
COc1ccc(NC2=CC(=O)CC(C)(C)C2)cc1
    9.4%	-10.5	-7.4%	-4.6%	-8.5%	4.6%
COc1ccc(OC)c(NC(=O)c2ccccc2SC)c1
    8.91µM*	-34.9	0.5%	-0.4%	-20.4%	1.9%
O=C(CSc1oc(-c2ccco2)nc1S(=O)(=O)c1ccccc1)c1ccc(Cl)cc1
    .	-17.5	0.5%	-0.7%	.	.
COC(=O)c1cc2ccsc2n1Cc1cccc(F)c1
    -9.7%	35.8	-7.3%	0.2%	-21.2%	5.8%
O=C(c1ccco1)N(Cc1cccnc1)c1nc2ccc(F)cc2s1
    .	3.9	-1.2%	-0.7%	.	.
O=C(Nc1nccs1)c1ccc(S(=O)(=O)c2ccccc2)cc1
    22.4%	4.9	?	6.1%	-26.8%	-2.5%
Cc1cc(C)c2c(N=NN(C)C)[nH]nc2n1
    10.6%	25.2	-1.5%	4.0%	-18.8%	-0.5%
O=c1c(-c2cnn(-c3ccccc3)c2)coc2cc(O)ccc12
    ?	.	1.3%	9.2%	-37.0%	-7.4%
O=C(c1ccc(C#CC2(O)CCCCC2)cc1)N1CCN(Cc2ccccc2)CC1
    3.5%	16.6	-10.0%	-2.7%	136.4%[activator]	19.0%
C/C(=N\NC(=O)c1c(Br)c(C)nn1C)c1cccc(NC(=O)c2ccccc2C)c1
    ?	?	-14.9%	0.6%	54.3%	-0.4%
CCOc1ccc(NC(=O)CN2CCN(Cc3c(F)cccc3F)CC2)cc1
    -3.9%	-6.7	-4.4%	-0.2%	95.6%[activator]	5.7%
Cc1cc(C)nc(NC(N)=NC2CCCCC2)n1
    ?	11.4	-7.5%	-9.6%	-50.8%	3.6%
O=C(c1cc(-c2cccc(Cl)c2)nc2ccccc12)N1CCN(c2ccccn2)CC1
    ?	-2.6	0.9%	16.9%	33.9%	-0.7%
Cc1ccc(C(C)n2cc(C(=O)NCc3cccnc3)nn2)cc1 (configuration not stated)
    16.5%	-24.9	?	0.0%	2.0%	3.1%
COc1ccccc1C(=O)COC(=O)c1cc(=O)[nH]c2ccccc12
    21.6%	-15.0	?	-36.0%	-10.5%	.
COc1ccc(-c2oc(=O)c3cc(OC)c(OC)cc3c2C#CCCCO)cc1
    ?	26.3	.	.	88.6%[activator]	.
O=C(COc1ccccc1F)NCC(c1ccc(F)cc1)N1CCOCC1 (configuration not stated)
    11.4%	-9.0	2.5%	-9.6%	108.2%[activator]	.
O=C(Nc1ccc(F)cc1)c1cccnn1
    15.4%	-21.1	?	-5.4%	-15.0%	-4.1%
S=c1[nH]c(-c2ccccc2)cn1/N=C/c1ccncc1
    11.8%	-22.7	3.9%	3.9%	-32.8%	-0.8%
COc1ccc(N2C(=O)CC(N3CCC(O)(c4ccc(Cl)cc4)CC3)C2=O)cc1 (configuration not stated)
    -3.1%	-23.2	2.3%	50.1µM*	-6.5%	3.2%
N#CCSc1nc2scc(-c3cccs3)c2c(=O)n1CCc1ccccc1
    1.0%	31.6	6.4%	-24.4%	-15.3%	-0.7%
Cc1ccc2oc(=O)c3cc(C(=O)NCCCN4C(C)CCCC4C)sc3c2c1 (configuration not stated)
    ?	-20.9	1.9%	-19.0%	48.2%	.
CC1C(=NO)C(C)C(c2ccc(N(C)C)cc2)NC1c1ccc(N(C)C)cc1 (configuration not stated)
    -2.4%	10.3	-1.8%	-2.0%	46.0%	-14.6%
CS(=O)(=O)C1=NSC2=NC(=O)/C(=C\c3ccc(OC(=O)c4ccco4)cc3)C(=N)N21
    .	.	-13.1%	-5.2%	-24.6%	10.6%

# Further compounds follow:
# Below each compound: HCV inhibitor	HCMV inh	AmpC inh detg	Sm TGR inh	AmpC no deterg	Giardia FBPA inh
COc1ccc2[nH]c(=O)c(-c3noc(-c4ccccc4)n3)cc2c1
    -7.9%	12.8	-3.1%	0.0%	8.7%	-2.8%
Cc1nn(C)c2c1c(-c1ccccc1)cc(=O)n2Cc1ccc(F)cc1
    .	-2.5	-4.4%	-7.1%	.	.
CCOC(=O)N1CCN(C(=O)c2ccc3c(SCC(=O)O)c4c(nc3c2)CCC4)CC1
    4.2%	13.8	?	1.2%	-2.6%	4.5%
O=C1CSC(c2ccccc2)N1c1ccc([N+](=O)[O-])cc1 (configuration not stated)
    15.3%	-4.5	3.7%	-24.4%	-25.3%	-4.8%
COc1ccc(/C=C(\C#N)C(=O)NCc2cccnc2)cc1OC
    -2.3%	0.6	3.1%	-3.3%	2.1%	1.5%
O=C(O)C1C2C=CC(C2)C1C(=O)N1CCOCC1 (configuration not stated)
    17.1%	?	-4.2%	-27.8%	4.2%	3.7%
